# High-throughput results: PubChem, Sanford-Burnham Center for Chemical Genomics
# aDG glyco act = activators of alpha-DG glycosylation, primary screen, uHTS, Pro5-aDG cells, AlphaScreen; activation, % at 10 µM; actives 0.22% (n = 360,000); alpha-DG glycosylation AlphaScreen (IIH6); 0% Pro5, 100% B10-LARGE cell signal;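 active = activation of at least 8% versus controls, or a plate z-score of at least 8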;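 also: Pro5 are CHO cells carrying HIG-tagged alpha-DG that lacks glycosylation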
# HIF-2a inh = HIF-2a reporter inhibitors, primary screen, luminescence, 786-0 RCC cells; 786-0 RCC cells HIF-2a reporter, luciferase luminescence, overnight; inhibition, % at 18.8 µM; actives 0.72% (n = 360,000);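 active = inhibition of the luminescence signal of 40% or more relative to plate controls, in a single-dose primary screen at 18.75 µM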
# * marks the source's active call; other numbers are inactive results; & = joins results of further samples.
No.	mol	aDG glyco act	HIF-2a inh
1	CCO[C@H]1C[C@@H](c2ccc(CC)cc2)N(S(=O)(=O)c2ccc(C)cc2)C2CC(c3ccc(CC)cc3)N(S(=O)(=O)c3ccc(C)cc3)CC21 (stereo partly specified)	-0.2	5
2	CC1(C(=O)Nc2ccc3c(c2)OCCO3)CN(S(C)(=O)=O)CC(=O)N1CCCn1ccnc1 (stereo unspecified)	0.0	2
3	Cc1ccc(S(=O)(=O)N2CC3C(=O)C[C@@H](c4ccccc4)N(S(=O)(=O)c4ccccc4Cl)C3CC2c2ccccc2)cc1 (stereo partly specified)	-0.2	7
4	Cc1ccc(S(=O)(=O)N2C3CCCCC3O[C@H]2CC(=O)c2cccc3ccccc23)cc1 (stereo partly specified)	1.3	-8
5	COc1ccc(NC(=O)C(c2ccncc2)n2c(=O)c(-c3ccccc3)nc3ccccc32)cc1 (stereo unspecified)	0.2	-199
6	O=C(NC1CCCC1)C1C(c2ccc(C(F)(F)F)cc2)=Nc2ccccc2N1C(=O)c1cccc2ccccc12 (stereo unspecified)	-0.1	1
7	CC1(C(=O)NCc2ccccc2)CN(S(C)(=O)=O)CC(=O)N1CC(F)(F)F (stereo unspecified)	-0.1	4
8	N#Cc1cccc(C(=O)C(=O)N2CCN(c3ccccc3)CC2)c1	0.0	-2
9	CCOC(=O)[C@]12CCCC=C1N(CCC1=CCCCC1)C(=O)[C@H](CC(=O)N1CCN(C(=O)c3ccco3)CC1)C2	0.3	3
10	CCOC(=O)C1=CC[C@@H](c2ccccc2)N(S(=O)(=O)c2ccc(C)cc2)[C@@H]1C#N	0.3	-46
11	CCOC(=O)[C@]12CCCC=C1N(CCC1=CCCCC1)C(=O)[C@H](CC(=O)NCc1cccc(C(F)(F)F)c1)C2	-0.1	1
12	CCCCNC(=O)C[C@@H]1C[C@@]2(C(=O)OCC)CCCC=C2N(CCc2ccc(OC)c(OC)c2)C1=O	0.0	2
13	Cc1cccc(C)c1N1C(=O)c2ccccc2NC(=O)C1C(=O)NCCc1ccccc1 (stereo unspecified)	0.1	-1
14	O=C(NC1CCCC1)C1C(c2ccccc2)=Nc2ccccc2N1C(=O)c1cc(Cl)cc(Cl)c1 (stereo unspecified)	-0.1	-10
15	COCCN1C(=O)CN(S(C)(=O)=O)CC1(C)C(=O)NC(C)C (stereo unspecified)	-0.2	5
16	CCOC(=O)N1CCN(C(C(=O)NC2CCCC2)c2ccco2)CC1 (stereo unspecified)	-0.2	-6
17	COC(=O)C[C@@H]1CC[C@@H](NS(=O)(=O)c2ccc(F)cc2)[C@@H](CO)O1	0.0	10
18	Cc1cccc(C)c1NC(=O)C1(C)CN(S(C)(=O)=O)CC(=O)N1Cc1cccc(F)c1 (stereo unspecified)	0.1	-2
19	COC(=O)[C@]12CCCCC=C1N(Cc1ccc3c(c1)OCO3)C(=O)[C@H](CC(=O)NCc1ccc(C)o1)C2	0.0	-2
20	COC(=O)[C@@]12C[C@@H](CC(=O)N3CCCCC3)C(=O)N(Cc3ccco3)C1=CCC(C)(C)C2	-0.1	9

# The list continues:
No.	mol	aDG glyco act	HIF-2a inh
21	COc1ccc(C2=Nc3ccccc3N(C(=O)c3ccncc3)C2C(=O)NC(C)(C)C)cc1 (stereo unspecified)	0.0	-76
22	CCCCNC(=O)C(NC(=O)c1ccc(C)cc1)C(=O)c1ccccc1 (stereo unspecified)	1.1	7
23	Cc1cc2c(cc1C)-c1nnnn1C(N1CCCC1)C(=O)N2 (stereo unspecified)	-0.1	14
24	CC(=O)C1CN(S(=O)(=O)c2ccc(C)cc2)C(c2ccccc2)CC1C (stereo unspecified)	0.3	5
25	O=C(C[C@H]1CC[C@H]2[C@@H](COC[C@@H](O)CN2Cc2cc(F)ccc2F)O1)NCc1ccc(Cl)cc1	0.1	6
26	COC(=O)C[C@@H]1CC[C@@H](NC(=O)NC2CCCC2)[C@@H](CO)O1	0.1	8
27	COC(=O)[C@@]12C[C@@H](CC(=O)NCc3ccc(OC)c(OC)c3)C(=O)N(Cc3ccc4c(c3)OCO4)C1=CCC(C)(C)C2	0.3	14
28	O=C(Nc1ccc(F)cc1)C(c1ccccc1)N1CCN(c2cccc(C(F)(F)F)n2)CC1 (stereo unspecified)	0.0	-11
29	CC(C)NC(=O)C1(C)CSCC(=O)N1CCCN1CCOCC1 (stereo unspecified)	0.1	0
30	CCCCNC(=O)C(NC(=O)c1ccc2c(c1)OCO2)C(=O)c1ccccc1 (stereo unspecified)	0.1	-9
31	COC(=O)[C@@]12C[C@@H](CC(=O)N3CCC(c4ccccc4)CC3)C(=O)N(Cc3cccc4ccccc34)C1=CCC(C)(C)C2	-0.1	-1
32	CCOC(=O)N1CCN(C(=O)C[C@@H]2C[C@@]3(C(=O)OC)CC(C)(C)CC=C3N(Cc3ccccc3)C2=O)CC1	-0.1	2
33	CC(=O)N1CCC(C(=O)N2c3ccccc3N=C(c3ccc(C(F)(F)F)cc3)C2C(=O)NC2CCCC2)CC1 (stereo unspecified)	0.1	-23
34	O=C(C[C@H]1CC[C@@H]2[C@H](COC[C@@H](O)CN2Cc2cccc(F)c2)O1)NCC1CCCCC1	0.3	2
35	Cc1ccc(N2CCN(C(C(=O)Nc3c(C)cccc3C)c3cc4ccccc4o3)CC2)cc1 (stereo unspecified)	-0.4	4
36	COCCCNC(=O)C[C@@H]1C[C@@]2(C(=O)OC)CCCCC=C2N(Cc2ccc3c(c2)OCO3)C1=O	0.1	1
37	COC(=O)C1(C(=O)OC)C[C@H](/C=C/c2ccccc2)N(Cc2ccccc2OC)[C@@H]1c1cccs1	-0.1&0.1	-11&4
38	COc1ccccc1-c1ncn(Cc2cccc(-c3ccccc3)c2)c1-c1cc(C)cc(C)c1	-0.2	-23
39	COc1ccc(Cn2cc(CN3CCc4onc(-c5ccc(Br)cc5)c4C3=O)nn2)cc1	0.1	-3
40	COC(=O)[C@@]12C[C@@H](CC(=O)NCC34CC5CC(CC(C5)C3)C4)C(=O)N(CCc3ccc(OC)c(OC)c3)C1=CCC(C)(C)C2	0.0	-6

# Exported as labelled records: part of the list above.
38) COc1ccccc1-c1ncn(Cc2cccc(-c3ccccc3)c2)c1-c1cc(C)cc(C)c1
  aDG glyco act = -0.2
  HIF-2a inh = -23
39) COc1ccc(Cn2cc(CN3CCc4onc(-c5ccc(Br)cc5)c4C3=O)nn2)cc1
  aDG glyco act = 0.1
  HIF-2a inh = -3
40) COC(=O)[C@@]12C[C@@H](CC(=O)NCC34CC5CC(CC(C5)C3)C4)C(=O)N(CCc3ccc(OC)c(OC)c3)C1=CCC(C)(C)C2
  aDG glyco act = 0.0
  HIF-2a inh = -6

# Going on with the list.
entry	compound	aDG glyco act	HIF-2a inh
41	COCCCNC(=O)C[C@@H]1C[C@@]2(C(=O)OC)CC(C)(C)CC=C2N(Cc2ccc3c(c2)OCO3)C1=O	-0.1	0
42	COC(=O)[C@]12CCCCC=C1N(Cc1ccc3c(c1)OCO3)C(=O)[C@H](CC(=O)NCc1cccs1)C2	0.0	12
43	CCC(=O)N[C@H]1CC[C@@H](CCn2cc(C3CC3)nn2)O[C@@H]1CO	0.2	3
44	CC(C)[C@H](NC(=O)OC(C)(C)C)c1cc(C(=O)NCCO)c(N)s1	0.0	6
45	N#Cc1cccc(C(=O)C(=O)N2CCN(C(=O)OCc3ccccc3)CC2)c1	0.0	4
46	O=C(C(O)c1ccccc1)N1CCN(S(=O)(=O)c2ccc(F)c(F)c2)CC1 (stereo unspecified)	0.0	8
47	CC(=O)C1=CCC(c2ccccc2)N(Cc2ccccc2)C1 (stereo unspecified)	0.1	11
48	COc1ccc(S(=O)(=O)N[C@@H]2C=C[C@@H](CC(=O)N3CCc4ccccc4C3)O[C@@H]2CO)cc1	0.2	1
49	O=C(C[C@@H]1CC[C@H](NC(=O)c2ccc3c(c2)OCO3)[C@@H](CO)O1)NCc1ccc(F)cc1	0.3	5
50	Cc1ccc(S(=O)(=O)N2[C@@H](Cc3ccccc3)CO[C@H]2CC(=O)c2cccs2)cc1	-0.1	-19
51	CSCCC(c1nc2ccccc2[nH]1)n1c(=O)c(-c2cc3ccccc3[nH]2)nc2ccccc21 (stereo unspecified)	1.1	-14
52	CC1(C(=O)NCc2ccccc2)CSCC(=O)N1C1CC1 (stereo unspecified)	0.0	6
53	O=C1Nc2ccccc2-n2nnnc2C1N1CCN(C(=O)c2ccco2)CC1 (stereo unspecified)	0.0	3
54	COC(=O)C[C@@H]1C=C[C@@H](NC(=O)c2cccnc2)[C@@H](CO)O1	0.1	-4
55	Nc1sc(Cc2ccccc2)cc1C(=O)c1c(-c2ccccc2)[nH]c2ccccc12	-0.3	18
56	O=C(C(=O)N1CCN(C/C=C/c2ccccc2)CC1)c1ccccc1	1.1	-7
57	CCCCCCCCN1C(=O)[C@H](CC(=O)NCc2cccc(C(F)(F)F)c2)C[C@@]2(C(=O)OC)CC(C)(C)CC=C12	-0.2	9
58	CCOC(=O)[C@]12CCCC=C1N(Cc1ccccc1)C(=O)[C@H](CC(=O)NCc1cccs1)C2	-0.1	2
59	Cc1cccc(C)c1NC(=O)C(c1ccnc2ccccc12)n1c(=O)c(-c2ccco2)nc2ccccc21 (stereo unspecified)	0.0	-2
60	O=C(C[C@H]1CC[C@H]2[C@@H](COC[C@H](O)CN2C(=O)c2ccccn2)O1)N1CCN(c2ccccc2)CC1	0.0	5
61	CCOC(=O)[C@]12CCCC=C1N(CCC1=CCCCC1)C(=O)[C@H](CC(=O)NCCc1ccccc1OC)C2	0.1	-2
62	COCCCNC(=O)C[C@@H]1C[C@@]2(C(=O)OC)CC(C)(C)CC=C2N(CCc2ccc(OC)c(OC)c2)C1=O	0.0	5
63	COc1cc2c(cc1OC)/C(=C/C(=O)OCc1ccccc1)OC2	-0.3	-62
64	Cc1ccc(S(=O)(=O)N2C3CCCCC3O[C@H]2CC(=O)c2ccc(F)cc2)cc1 (stereo partly specified)	0.3	-14
65	Cc1cccc(C)c1NC(=O)C1(C)CN(S(C)(=O)=O)CC(=O)N1Cc1cccs1 (stereo unspecified)	-0.2	-6
66	CCCCNC(=O)C(NC(=O)c1cccs1)C(=O)c1ccccc1 (stereo unspecified)	-0.1	-18
67	COc1ccc(OC)c(CN2C(=O)CSCC2(C)C(=O)NC(C)C)c1 (stereo unspecified)	0.3	7
68	CCC(c1nc2ccccc2[nH]1)n1c(=O)c(-c2ccccc2)nc2ccccc21 (stereo unspecified)	-0.2	5
69	CC(C)N1C(=O)c2ccccc2NC(=O)C1C(=O)NCc1ccccc1 (stereo unspecified)	-0.2	7
70	CC(=O)N1CCC(C(=O)N2c3ccccc3N=C(c3ccc(C(F)(F)F)cc3)C2C(=O)NC(C)C)CC1 (stereo unspecified)	0.0	-2

# (more compounds)
entry	compound	aDG glyco act	HIF-2a inh
71	CC(C)(C)NC(=O)C(c1ccccc1)n1c(=O)c(-c2cc3ccccc3[nH]2)nc2ccccc21 (stereo unspecified)	1.4	-33
72	CCOC1=C2CN(S(=O)(=O)c3ccc(C)cc3)C(c3cccc(Cl)c3)CC2N(S(=O)(=O)c2ccc(Cl)cc2)C(c2ccccc2)C1 (stereo unspecified)	1.9	-2
73	COC(=O)C1=CN(c2ccc(F)cc2)C(N)=C(C#N)C1c1ccc(-c2ccccc2)cc1 (stereo unspecified)	0.0	-44
74	CSCCC(C(=O)NC(C)(C)C)n1c(-c2cccc(NC(C)=O)c2)nc2ccccc21 (stereo unspecified)	0.5	-65

# Structures from the list above that contain a CF3 group:
entry	compound	aDG glyco act	HIF-2a inh
6	O=C(NC1CCCC1)C1C(c2ccc(C(F)(F)F)cc2)=Nc2ccccc2N1C(=O)c1cccc2ccccc12 (stereo unspecified)	-0.1	1
7	CC1(C(=O)NCc2ccccc2)CN(S(C)(=O)=O)CC(=O)N1CC(F)(F)F (stereo unspecified)	-0.1	4
11	CCOC(=O)[C@]12CCCC=C1N(CCC1=CCCCC1)C(=O)[C@H](CC(=O)NCc1cccc(C(F)(F)F)c1)C2	-0.1	1
28	O=C(Nc1ccc(F)cc1)C(c1ccccc1)N1CCN(c2cccc(C(F)(F)F)n2)CC1 (stereo unspecified)	0.0	-11
33	CC(=O)N1CCC(C(=O)N2c3ccccc3N=C(c3ccc(C(F)(F)F)cc3)C2C(=O)NC2CCCC2)CC1 (stereo unspecified)	0.1	-23
57	CCCCCCCCN1C(=O)[C@H](CC(=O)NCc2cccc(C(F)(F)F)c2)C[C@@]2(C(=O)OC)CC(C)(C)CC=C12	-0.2	9
70	CC(=O)N1CCC(C(=O)N2c3ccccc3N=C(c3ccc(C(F)(F)F)cc3)C2C(=O)NC(C)C)CC1 (stereo unspecified)	0.0	-2

# Single records, as listed above:
# Record of CC(C)(C)NC(=O)C(c1ccccc1)n1c(=O)c(-c2cc3ccccc3[nH]2)nc2ccccc21 (stereo unspecified) : aDG glyco act: 1.4; HIF-2a inh: -33
# Record of COC(=O)C1=CN(c2ccc(F)cc2)C(N)=C(C#N)C1c1ccc(-c2ccccc2)cc1 (stereo unspecified) : aDG glyco act: 0.0; HIF-2a inh: -44

# Not all compounds are listed; rates above refer to the full screens.
